TNFa cytotox – toxic to HUVEC cells under TNF alpha stimulation; cell count reduction, % at 2 µM; 93,000 tested, 0.17% active; AID 848; HUVEC TNFalpha-stimulated, Hoechst cell count, imaging;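 active = cell count reduction exceeding the screen mean by over 5 SD, scaled to untreated wells per plate, cut at about 78% in these data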;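 also: cells counted after 24 h of TNF alpha exposure following the 1 h pretreatment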
Smad3 inh – blocks human Smad3 binding to FoxH1 peptide; inhibition, % at 25 µM; AID 630; P84022; 88,000 tested, 0.29% active; TR-FRET Smad3/Dy647-FoxH1 peptide binding, europium anti-His;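 active = compounds that reduce the energy-transfer binding signal between the protein and its labelled peptide by more than half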;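 also: 0% = Smad3 plus labelled peptide maximal FRET and 100% = peptide-only background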
Target sequence (P84022 whole entry, looked up): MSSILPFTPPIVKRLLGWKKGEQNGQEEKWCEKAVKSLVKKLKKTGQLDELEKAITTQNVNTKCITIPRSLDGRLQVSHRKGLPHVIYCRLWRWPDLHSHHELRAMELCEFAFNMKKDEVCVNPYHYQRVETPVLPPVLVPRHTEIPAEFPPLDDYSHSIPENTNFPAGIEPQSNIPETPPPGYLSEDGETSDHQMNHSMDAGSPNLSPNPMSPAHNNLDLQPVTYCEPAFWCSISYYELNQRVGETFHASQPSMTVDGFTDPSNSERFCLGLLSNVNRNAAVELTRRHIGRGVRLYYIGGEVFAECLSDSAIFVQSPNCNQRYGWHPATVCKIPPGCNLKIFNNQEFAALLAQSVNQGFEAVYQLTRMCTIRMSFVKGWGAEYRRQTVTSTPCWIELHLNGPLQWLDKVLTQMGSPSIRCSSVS
Candida biofilm – kills Candida albicans biofilms; C. albicans biofilm + clotrimazole, Alamar Blue; inhibition, % at 6 µM; 85,000 tested, 0.14% active;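 active = inhibition above 20%; inactive = inhibition below 20%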;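 also: preformed 24 hr biofilms exposed to compound for 48 hr; 0% = biofilm without compound and 100% = blank killed by clotrimazole plus chlorhexidine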
hDAT+cocaine – changed human dopamine transporter uptake under cocaine IC80 | Q01959 | LLC-PK1 hDAT cells, [14C]-dopamine uptake with cocaine IC80; actives deviate in either direction | AID 449768 | 110,000 tested, 1.3% active | B-score at 10 µM;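 active = Z score or B-score, a plate-position-corrected score, falls beyond the plate's 99.7% confidence bounds, in either direction; inactive = both scores lie inside the 99.7% bounds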;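 also: scored against the spread of the other compound wells on the same plate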
Target sequence (Q01959 whole entry, looked up): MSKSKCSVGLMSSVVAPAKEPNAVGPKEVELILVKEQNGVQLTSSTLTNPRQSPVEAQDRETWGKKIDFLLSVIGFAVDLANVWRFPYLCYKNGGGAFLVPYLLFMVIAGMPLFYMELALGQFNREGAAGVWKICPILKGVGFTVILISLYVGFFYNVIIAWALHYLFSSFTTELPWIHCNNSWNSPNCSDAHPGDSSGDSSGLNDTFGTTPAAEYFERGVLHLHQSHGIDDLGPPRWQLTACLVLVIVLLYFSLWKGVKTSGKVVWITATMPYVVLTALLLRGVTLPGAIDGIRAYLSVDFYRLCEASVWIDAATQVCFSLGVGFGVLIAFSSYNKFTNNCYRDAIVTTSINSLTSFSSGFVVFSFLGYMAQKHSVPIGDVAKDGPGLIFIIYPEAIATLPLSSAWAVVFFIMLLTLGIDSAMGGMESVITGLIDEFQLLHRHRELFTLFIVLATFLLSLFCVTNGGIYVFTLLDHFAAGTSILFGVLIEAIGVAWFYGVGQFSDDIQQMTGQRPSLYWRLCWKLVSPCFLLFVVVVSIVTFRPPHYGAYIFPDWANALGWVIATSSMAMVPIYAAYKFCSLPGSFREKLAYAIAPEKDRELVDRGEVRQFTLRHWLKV
HUVEC tox IL1B – HUVEC cytotoxicity counter-screen, IL-1B stimulated. HUVEC cell count loss, Hoechst imaging. cell count reduction, % at 2 µM. 94,000 tested, 0.41% active;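 active = cell count reduction more than 3 SD above the screen-wide mean, cut at about 70% in these data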;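 also: normalized per plate to untreated control cells as the no-loss baseline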
PTPN22 inh 2 – inhibitors of human LYP (PTPN22) phosphatase. recombinant LYP catalytic domain, DiFMUP fluorescence. inhibition, % at 2 µM. 96,000 tested, 0.21% active. AID 640;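 active = inhibition at 2 µM at or above a set limit, the screen mean plus 3 SD, cut at about 24% in these data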;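 also: 0% = DMSO with enzyme and 100% = enzyme fully blocked by orthovanadate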
F-actin modifier – cytoskeleton assembly modification. HUVEC TNFa F-actin phalloidin imaging, high content. inhibition, % at 2 µM. 91,000 tested, 0.18% active. AID 836;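 active = inhibition above the batch mean plus 3 SD and confirmed as a hit by visual image inspection, cut at about 30% in these data, passing the limit was not always enough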; also: strong numbers were not always called active
MT1-MMP txn act – MT1-MMP promoter transcription activation; activation factor at 10 µM; 86,000 tested, 0.16% active; HT1080 MT1-MMP promoter luciferase reporter, luminescence, overnight; active compounds read high;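 active = activation factor of at least 2 for MT1-MMP transcription at 10 µM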
VCAM1 TNFa inh – reduces TNF alpha induced VCAM1 expression in HUVEC; HUVEC TNFa-induced VCAM-1 immunofluorescence, high-content imaging; inhibition, % at 2 µM; 95,000 tested, 0.48% active; AID 802;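 active = inhibition above the batch mean plus 3 SD, with images confirmed as a hit by eye, cut at about 37% in these data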;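 also: 0% = TNF-stimulated DMSO wells and 100% = unstimulated control wells; not every result past the cut was called active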
* = called active by the depositor; . = not tested or not shown; & = joins results of further samples; [ ] = dose if it differs, or a comment.

SMILES | TNFa cytotox | Smad3 inh | Candida biofilm | hDAT+cocaine | HUVEC tox IL1B | PTPN22 inh 2 | F-actin modifier | MT1-MMP txn act | VCAM1 TNFa inh
NC(=O)C1CCN(C(=O)CN2C(=O)c3ccccc3S2(=O)=O)CC1 | 0 | -2 | 7 | 0.44 | -11 | -12 | 5 | 1.1 | -2
COc1ccc(NC(=O)C2CCCN2C(=O)Nc2ccccc2)cc1OC (stereo unspecified) | -21 | 9 | 8 | -0.4 | 31 | 0 | 16 | 1.1 | 11
O=C(NCc1ccco1)c1cccn2c(=O)c3cc4ccccc4cc3nc12 | 6 | 5 | -5 | . | 5 | 15 | 7 | 1.5 | 36
COc1cccc2cc(C(=O)N3C(C)CCCC3C)c(=O)oc12 (stereo unspecified) | -2 | 11 | 7 | 0.2 | 9 | -10 | -8 | 1.3 | -9
Cc1c(OCc2nn[nH]n2)ccc2c(-c3ccccc3)cc(=O)oc12 | -24 | -10 | 5 | 0.79 | -6 | -6 | -5 | 1.1 | 6
Cc1ccc(S(=O)(=O)N(C)c2nonc2C)cc1 | -22 | 8 | 8 | -0.7 | -14 | -1 | -10 | 1.1 | -2
COc1ccnc(Nc2ccc(C)c(C)c2)c1C#N | 0 | . | . | -0.074 | -23 | -1 | 19 | . | -4
CN(C)C(=O)CSc1nc2ccccc2c(=O)[nH]1 | -9 | 1 | 8 | 0.47 | -1 | -9 | -12 | 1 | -1
Cc1nnc(SCC(=O)Nc2ccc3c(c2)OCCO3)n1N | -17 | -3 | 6 | -0.061 | -11 | 2 | -11 | 1.1 | 1
CCCOc1ccccc1NC(=O)CC1Nc2ccccc2NC1=O (stereo unspecified) | -2 | 0 | 6 | -0.27 | -86 | 6 | 6 | 1.1 | -3
Clc1ccc(OCc2nc(-c3ccncc3)no2)cc1 | -10 | -6 | 1 | -0.086 | 17 | -3 | -5 | 1.3 | 14
Cc1cccc(NC(=O)/C(=C\c2cccs2)NC(=O)c2ccccc2)c1 | -17 | . | . | -0.049 | 6 | 1 | 37 | . | 7
Cn1c(=O)c2c(nc(SCC(=O)N3CCCc4ccccc43)n2C)n(C)c1=O | -17 | -21 | 4 | . | -46 | -37 | 25 | 1.1 | -14
CCOC(=O)C1=C(c2ccccc2)NC(=O)NC1c1ccc(N(C)C)cc1 (stereo unspecified) | . | 0 | 2 | 1.2 | . | . | . | 1 | .
CCCCn1c(C(C)O)nc2ccccc21 (stereo unspecified) | 4 | 5 | 8 | -0.78 | -40 | -1 | -10 | 1.2 | 10
O=C(NCc1ccc(Cl)cc1)c1cc(-c2cccs2)on1 | -18 | -2 | 7 | -1.2 | -14 | -12 | -14 | 1.2 | -6
Cc1ccccc1OCc1nnc2n1CC(C)S2 (stereo unspecified) | -31 | 1 | 5 | -0.73 | -2 | 0 | 17 | . | 18
O=C(NNC(=O)c1ccccc1Br)c1ccc(SCC2CCCO2)c([N+](=O)[O-])c1 (stereo unspecified) | 9 | 5 | 6 | -0.38 | -35 | 8 | 13 | 1.1 | 5
CCOC(=O)CC(=O)CSc1nc(-c2cccnc2)ccc1C#N | -3 | 35 | -2 | -0.27 | -16 | 3 | -2 | 1.1 | 2
CCN(CC)CCNc1nc2cc(OC)c(OC)cc2c2nc(-c3ccccc3)nn12 | -16 | 2 | 7 | -0.57 | -1 | -2 | 0 | 1.2 | -4
O=C(OC1CSc2nc3ccccc3n2C1)c1ccco1 (stereo unspecified) | . | 5[fluorescence artefact?] | 8 | 0.23 | . | . | . | 1.1 | .
N#Cc1cn(-c2ccccc2)nc1-c1ccccc1 | -3 | 12 | 6 | -0.26 | -4 | -8 | 3 | 1.1 | 0
COC(=O)C1=C(Nc2ccc(C)cc2)C=C(C)C(C(=O)OC)C1c1ccc(OC)cc1 (stereo unspecified) | -19 | 11 | 7 | 1.6 | -14 | -3 | -1 | 1.3 | -4
FC(F)(F)c1nnc2c(Sc3ccc(Cl)cc3)nc3ccccc3n12 | 1 | . | . | -0.71 | 9 | -5 | 0 | . | 21
Cc1ccc(C(=O)NCCN(C)C)c(C)c1 | . | -1 | 2 | -1.2 | 2 | -10 | . | 1.2 | .
COc1cc(C(=O)Sc2ccc(C)cc2)cc(OC)c1OC | -9 | . | . | . | -19 | 4 | 4 | . | 8
Cc1cc(N2CCN(C)CC2)nc2ccc(NC(=O)c3ccc4c(c3)OCO4)cc12 | . | 2 | 8 | 0.014 | . | . | . | 1.2 | .
CCc1ccc2c(c1)cc(CN(C(=S)Nc1cccc(C)c1)C1CC1)c1nnnn12 | . | . | . | 0.03 | 27 | 11 | -19 | . | 20
CCOc1ccc(-n2c(Cc3cc(=O)[nH]c(=O)[nH]3)nnc2SCc2cccnc2)cc1 | -32 | 4[fluorescence artefact?] | 7 | . | 8 | -9 | 4 | 1.1 | 10
Cc1ccc(Nc2ccc(C(=O)N3CCCC3)cn2)c(C)c1 | -15 | . | . | 0.081 | -2 | 6 | 3 | . | -9

Individual results from the entries so far:
Result of Clc1ccc(OCc2nc(-c3ccncc3)no2)cc1 in TNFa cytotox: -10
Result of Cc1ccc(S(=O)(=O)N(C)c2nonc2C)cc1 in Smad3 inh: 8

Additional compounds:
SMILES | TNFa cytotox | Smad3 inh | Candida biofilm | hDAT+cocaine | HUVEC tox IL1B | PTPN22 inh 2 | F-actin modifier | MT1-MMP txn act | VCAM1 TNFa inh
CCNS(=O)(=O)c1ccc(NC(=O)c2cc(C(F)(F)F)nn2C)cc1 | -13 | -9 | 5 | 2.9 | -6 | 4 | 2 | 1 | -20
CCOC(=O)c1cnc2c(C)c(Cl)ccc2c1N1CCOCC1 | -28 | 5 | 1 | . | 1 | -6 | 9 | 1.1 | 14
CCC(=O)Nc1ccc(S(=O)(=O)Nc2ncccn2)cc1 | -4 | . | . | -0.028 | -2 | -9 | 1 | . | -12
Cc1ccc(C(=O)CSc2nnc(-c3ccco3)n2Cc2ccccc2)cc1 | -4 | -1 | 7 | 0.17 | -21 | 5 | 3 | 1.5 | 14
Nc1nnnn1/N=C/c1ccccc1C(F)(F)F | -16 | 1 | 11 | -0.054 | -11 | 69* | -6 | 1.2 | -12
COc1ccc(CNCCSc2nnnn2C)cc1OC | -6 | -8 | 0 | -0.66 | -11 | 12 | 5 | 1.1 | -9
Cc1cc(C)n(C(=O)c2cc3c(s2)CCCC3)n1 | -15 | 6 | -1 | -0.44 | -5 | -4 | 2 | 1.1 | -7
CCOc1cc(/C=N\NC(=O)c2ccc(C)nc2)cc([N+](=O)[O-])c1O | -21 | . | . | -0.0088 | -27 | 7 | 57 | . | 8
CS(=O)(=O)N(CC(=O)Nc1ccc2c(c1)OCO2)Cc1ccccc1 | -6 | -11 | 0 | -0.65 | 1 | -1 | 7 | 1.2 | 39
Cc1nc(SCC#N)c2c3c(sc2n1)CCC3 | -4 | -14 | -2 | -0.086 | 20 | 3 | 15 | 1.2 | -7
O=C(O/N=C\c1ccc(N2CCCCC2)c([N+](=O)[O-])c1)c1cccc(C(F)(F)F)c1 | -2 | . | . | -1.1 | -4 | -4 | 8 | . | 6
CSC(=O)NC12CC3CC(CC(C)(C3)C1)C2 | -28 | 1 | 4 | -0.048 | -18 | -4 | -5 | 1 | 7
Cc1cc(C)cc(OCC(=O)NNC(=O)c2ccoc2C)c1 | -37 | . | . | -0.77 | -10 | 0 | 26 | . | 8
CCOC(=O)C1CCN(S(=O)(=O)c2ccc(NC(=O)OC)cc2)CC1 | . | 10[fluorescence artefact?] | 2 | 0.19 | . | . | . | 1.1 | .
Cc1ccc(C(=O)NC(=S)NCC2CCCO2)cc1 (stereo unspecified) | -2 | . | . | 0.35 | -8 | 4 | 23 | . | 3
CC12CCC(C(=O)O)(C/C1=N\O)C2(C)C (stereo unspecified) | -25&7 | 2&-2 | 10&7 | 0.0023&0.18 | -1&-10 | -4&11 | -9&-19 | 1.1&1.1 | 26&5
COc1ccc(CC(=O)NC(C)(C)C)cc1S(=O)(=O)N1CCOCC1 | -15 | . | . | -1.6 | -12 | 2 | 12 | . | -9
COc1ccc(C)cc1NC(=O)Nn1cnnc1 | -17 | -9 | 2 | 0.56 | 12 | -28 | 11 | 1.1 | 3
COC(=O)C1=C(CSc2nc3c(cc2C#N)CN(C)CC3)OC(N)=C(C#N)C1c1ccc(F)cc1 (stereo unspecified) | -36 | 8 | 4 | 0.031 | 6 | -8 | -10 | 1.1 | -8
COc1cccc(N2CC(O)=C(c3ccccc3)C2=N)c1 | -9 | -7 | 9 | . | 7 | -1 | -10 | 1.2 | 16
CCOc1cc(C(=O)CSc2nnc(CNc3ccc(Cl)cc3)o2)ccc1NC(=O)CC | 8 | 18 | 6 | -0.022 | 27 | 0 | -19 | 1.2 | 24
COc1ccc(-c2nsc3c(SCC(=O)Nc4cc(C)ccc4C)ncnc23)cc1 | 39 | . | . | -0.54 | 1 | 1 | -6 | . | 27
Cc1nc2c3ccccc3n(CCN3CCCCC3)c2s1 | -24 | -3 | 5 | . | -19 | -1 | 10 | 1.1 | -6
CC(=O)Oc1ccc(/C=c2\sc3ncnn3c2=O)cc1 | -38 | 3 | 1 | -1.5 | -12 | -8 | . | 1.1 | 3
Cc1nc([N+](=O)[O-])c(Br)n1CC(=O)c1ccc(Cl)cc1 | -6 | 0 | 4 | 0.091 | 5 | -1 | -12 | 1.1 | 28
Cn1c(NC(=O)C2CCCO2)cc(=O)n(C)c1=O (stereo unspecified) | . | -2 | 3 | -0.42 | . | . | . | 1.1 | .
CC1=NN(c2nc(-c3ccc(C)cc3)cs2)C(=O)C1N=Nc1ccc2ccccc2c1 (stereo unspecified) | 5 | . | . | -0.99 | 2 | 16 | -11 | . | 3
Cn1cc(Cl)c(C(=O)OCC(=O)Nc2ccccc2)n1 | 0 | . | . | -0.38 | -5 | -3 | 13 | . | 2
COC(=O)CN1C(=O)C(O)(CC(=O)c2cccc(Br)c2)c2ccccc21 (stereo unspecified) | -10 | -5 | 4 | 0.77 | 4 | -2 | -17 | 1.2 | 17
Nc1ccccc1SCc1cc([N+](=O)[O-])cc2c1OCOC2 | 4 | . | . | 1 | -22 | 8 | -3 | . | -1
Cc1nn(C)c(C(=O)N/N=C/c2ccccc2)c1[N+](=O)[O-] | 2 | . | . | 0.29 | 12 | 6 | -12 | . | 16
CCC(CC)C(=O)Nc1ccc(Cl)c(Cl)c1 | -49 | -2[fluorescence artefact?] | 2 | -0.21 | -33 | 7 | 13 | 1.1 | 27
COCCn1c(SCC(=O)N2CCCC2)nnc1-c1ccoc1C | -29 | -17 | -4 | 0.27 | 11 | -7 | 3 | 1.1 | 2
COc1ccc(-c2nc(CS(=O)CC(=O)NCc3ccccn3)c(C)o2)cc1 (stereo unspecified) | 12 | 10 | 5 | . | -15 | -5 | -22 | 1.1 | -7
CCCCC(=O)Nc1cccc(-c2nnc(-c3ccccc3)o2)c1 | 0 | 2 | 3 | 2.8* | -52 | 0 | -36 | 1.2 | 8
CCc1ccc2[nH]c(=O)c(C(c3nnnn3CCOC)N3CCN(c4ccccc4F)CC3)cc2c1 (stereo unspecified) | -22 | 19 | 5 | 0.098 | -24 | -6 | 15 | 1.1 | 16
O=C(Nc1ccc2c(c1)OCO2)C1CCCN(c2nc3ccccc3s2)C1 (stereo unspecified) | -43 | . | . | 0.42 | -10 | -1 | -4 | 1.4 | 23
O=C1Nc2ccccc2C12OCCS2 (stereo unspecified) | . | 0 | 6 | -0.18 | . | . | . | 1.1 | .

Some of the compounds tested; count on the stated rates, not on these rows.
